INS-1E GSIS act: GLuc luminescence reporter in INS-1E cells, primary screen for activators of glucose-dependent secretion of insulin. activation, % at 16.6 µM. INS-1E GLuc reporter insulin secretion, 2-3 h. actives 0.61% (n = 370,000);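 active = lowest replicate activation of at least 40%, so every replicate reaches that level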;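 note: 0% = median of neutral control wells and 100% = median of IBMX positive control wells; some compounds called inactive have numbers as strong as hits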
RAD52 inh: blocks human RAD52 DNA annealing; P43351; recombinant RAD52 DNA annealing, FRET fluorescence; inhibition, % at 18.7 µM; actives 0.46% (n = 360,000);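 active = every replicate showing at least 50% inhibition; inconclusive = mean inhibition at least 50% but not in every replicate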
Target sequence (P43351 whole entry, looked up): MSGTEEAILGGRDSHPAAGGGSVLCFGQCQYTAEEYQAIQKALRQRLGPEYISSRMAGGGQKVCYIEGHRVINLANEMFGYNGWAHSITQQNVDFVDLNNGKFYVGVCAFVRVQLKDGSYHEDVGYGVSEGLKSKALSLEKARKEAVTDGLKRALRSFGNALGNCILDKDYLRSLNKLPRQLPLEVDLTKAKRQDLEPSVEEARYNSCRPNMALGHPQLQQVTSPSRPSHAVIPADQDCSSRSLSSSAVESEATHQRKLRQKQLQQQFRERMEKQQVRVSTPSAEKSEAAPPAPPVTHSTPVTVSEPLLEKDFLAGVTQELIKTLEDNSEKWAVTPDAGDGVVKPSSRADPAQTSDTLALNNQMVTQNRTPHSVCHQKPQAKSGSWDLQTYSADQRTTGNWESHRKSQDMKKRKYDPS
RAD54 branch: RAD54 (human) branch migration inhibition | AID 602329 | RAD54 Holliday junction branch migration, FAM/BHQ fluorescence | actives 0.14% (n = 360,000) | Q92698 | inhibition, % at 10.4 µM;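 active = mean normalized replicate activity at least 40 and at least half of replicates scoring 40 or more; inconclusive = only one of the two criteria met; inactive = mean below 40 and under half of replicates reaching 40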;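 note: 0% = median of neutral control wells and 100% = median of positive control wells; inhibitors cause a drop in the FAM fluorescence signal; in these data hits start at about 50%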
DENV2 CPE rescue: inhibitors of DENV2 cytopathic effect. AID 651640. actives 1.7% (n = 350,000). DENV2-infected cells, cytopathic effect rescue, plate reader. CPE inhibition, % at 9.99 µM; in the data active = CPE inhibition above about 20%, passing the limit was not always enough; inconclusive = no clear call, values can overlap the other calls; tested in BHK-21 cells;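 note: 0% = median of neutral control wells and 100% = median of positive control wells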
CASP6 VEID inh: blocks human caspase-6 cleavage activity | purified caspase-6, Z-VEID-R110 cleavage fluorescence | P55212 | inhibition, % at 12.5 µM | actives 0.53% (n = 350,000) | AID 686996;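 active = mean inhibition across replicates at least about 35%, with every replicate also reaching that limit, limit read from the data; inconclusive = only one of the two criteria met; inactive = neither criterion met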;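 note: 0% = median of neutral control wells and 100% = no fluorescence left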
Xi reactivation: X-chromosome reactivation activator; actives 0.055% (n = 360,000); XiGFP mouse fibroblasts, % GFP-positive cells imaging, 3 d; cells co-treated with 5-aza-dC sensitizer; scaled so ellipticine positive control = 100%; activation, % at 7.58 µM;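 active = mean normalized replicate activation at least 10% and every replicate at or above 10%; inconclusive = only one of the two criteria met; inactive = mean below 10% and not all replicates reach 10%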;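 note: 0% = median of on-plate neutral control wells and 100% = ellipticine 6 µM median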
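Assay system: SV40-immortalized XiGFP fibroblast cells, line 68-5-11; buffer or medium: DMEM plus 5-aza-dC sensitizer; compound: one concentration, pinned; timing: compounds 3 days, fix/stain 15 min at room temperature; benchmarks: positive control ellipticine, 6 µM final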
F508del corr: correctors of CFTR F508del function in bronchial epithelial cells; CFBE cells, YFP halide quenching; stimulated with forskolin plus potentiator P3; % fluorescence drop versus neutral controls; activity (quench increase), % at 7.58 µM; actives 0.36% (n = 350,000); AID 720511;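 active = mean added fluorescence quench of at least 8% versus neutral control, with both replicates also reaching 8%; inconclusive = only one of the mean or replicate conditions met; inactive = mean below 8% and not both replicates reaching 8%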;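 note: cells transiently co-express mutant CFTR-F508del with the halide-sensitive YFP; corrector assay measuring rescue of mutant channel to the surface after 24 h compound exposure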
E-selectin induc: E-selectin induction on HUVECs; P16581; activation, % at 7.58 µM; actives 0.37% (n = 260,000); AID 686992; HUVEC E-selectin immunofluorescence imaging; normalized: neutral wells 0, TNF-alpha wells 100;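 active = mean E-selectin-positive cell signal at least 10% of the positive control, reached in at least 60% of replicates, without over 20% cell loss; inconclusive = no rule given, readout overlaps actives, possibly toxicity-flagged; inactive = the rest, including those meeting only one limit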;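 note: in these data hits start at about 27%; measured in HUVEC primary endothelial cells; signal is the percent of cells scored E-selectin positive by PE staining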
Target sequence (P16581 whole entry, looked up): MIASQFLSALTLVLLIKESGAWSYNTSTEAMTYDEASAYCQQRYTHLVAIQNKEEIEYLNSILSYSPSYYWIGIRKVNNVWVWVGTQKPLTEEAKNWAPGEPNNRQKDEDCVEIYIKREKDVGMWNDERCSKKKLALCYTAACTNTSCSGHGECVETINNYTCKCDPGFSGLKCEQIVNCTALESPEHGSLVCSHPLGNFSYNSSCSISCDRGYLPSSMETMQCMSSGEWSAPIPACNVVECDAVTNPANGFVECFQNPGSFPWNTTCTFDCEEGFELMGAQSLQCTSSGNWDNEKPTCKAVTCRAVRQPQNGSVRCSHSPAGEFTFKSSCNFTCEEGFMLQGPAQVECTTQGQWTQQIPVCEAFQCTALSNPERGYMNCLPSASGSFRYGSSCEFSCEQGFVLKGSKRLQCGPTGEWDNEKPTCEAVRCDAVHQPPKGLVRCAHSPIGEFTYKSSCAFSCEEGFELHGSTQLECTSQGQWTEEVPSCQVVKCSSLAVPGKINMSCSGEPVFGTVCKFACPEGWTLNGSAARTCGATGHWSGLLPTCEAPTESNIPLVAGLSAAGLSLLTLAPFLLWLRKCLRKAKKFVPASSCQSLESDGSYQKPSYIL
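Material: HUVEC primary endothelial cells; Amount: 3,000 cells per well; Dosing: single concentration; Medium: EGM-2 growth medium on 0.1% gelatin-coated wells; Read-out basis: percent E-selectin-positive cells; Signal: immunofluorescence imaging; Control set: TNF-alpha, DMSO.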
* hit, by the source's call; ? = inconclusive; nt = no result given; & = joins results of further samples. Rows were taken by chance; overall some 3.7% were active at least once.

SMILES	INS-1E GSIS act	RAD52 inh	RAD54 branch	DENV2 CPE rescue	CASP6 VEID inh	Xi reactivation	F508del corr	E-selectin induc
O=C(NC1CCCCC1)N1CC(=O)N2[C@H](C1)[C@H](c1ccc(-c3cccnc3)cc1)[C@@H]2CO	-5	1	nt	0	1	0.2	0.2	0.7
COc1ccc(C(=O)Nc2ccc3c(c2)OC[C@H](C)N(C(C)=O)C[C@H](C)[C@@H](OC)CN(C)C3=O)cc1	-10	16	-8	-3	0	0.0	4.1	-0.1
CNC(=O)C[C@H]1CC[C@H]2[C@@H](COc3ccc(NC(=O)NCc4ccccc4)cc3C(=O)N2C)O1	5	nt	6	0	nt	0.3	-2.5	0.4
O=S(=O)(/N=C(/Nc1ccccn1)c1ccccc1)c1ccc(F)cc1	1	0	9	6	0	0.1	-2.7	0.0
O=C(C[C@H]1CC[C@@H]2[C@H](COC[C@H](O)CN2Cc2ccc(C(F)(F)F)cc2)O1)N1CCc2ccccc2C1	-24	-4	2	1	-2	0.3	-1.7	0.0
CSc1ccc(CNC(=O)C2Cc3cc(S(=O)(=O)N4CCCCC4)ccc3N2C(C)=O)cc1 (stereo not given)	-11	-6	-1	-3	-4	0.0	-0.2	nt
O=C(NCCOc1ccc(F)cc1)C1CCC(=O)N(CCCN2CCCC2=O)C1 (stereo not given)	20	-5	0	-1	8	0.1	0.8	nt
CCN(CC)CCNc1nc(-c2ccc(OC)cc2)c(-c2ccc(OC)cc2)s1	-20	5	nt	0	1	1.4	-2.6	6.6
CCC(=O)N1CCc2cc(Br)c(S(=O)(=O)CCC(=O)NCCc3ccccc3)cc21	nt	0	-3	3	0	0.0	2.2	-0.2
CCCC(=O)NCc1ccncc1	3	-7	nt	-1	0	0.0	0.7	3.1

The results go on.
SMILES	INS-1E GSIS act	RAD52 inh	RAD54 branch	DENV2 CPE rescue	CASP6 VEID inh	Xi reactivation	F508del corr	E-selectin induc
Cc1cccc(NC(=O)c2cccc(C(=O)Nc3cccc(C)c3)c2)c1	6	-2	-4	-2	-1	0.3	-0.4	0.3
COc1ccc(C(=O)NC(C(=O)N2CCN(C/C=C/c3ccccc3)CC2)C(C)C)cc1 (stereo not given)	-30	-55	2	-3	0	0.4	1.0	nt
C[C@H]1CN([C@@H](C)CO)C(=O)c2cc(NC(=O)NC3CCCCC3)ccc2O[C@H]1CN(C)S(=O)(=O)c1ccccc1	-6	14	0	-2	4	0.1	4.0	-0.3
COc1ccc(C(=O)C[n+]2cccc(C)c2C)cc1[N+](=O)[O-]	2	-12	nt	-2	4	0.4	-1.2	nt
O=C(O)c1sccc1S(=O)(=O)N1CCN(c2ccc(C(F)(F)F)cn2)CC1	2	-14	-1	-4	1	-0.1	-0.9	-0.2
C[C@H]1CN([C@@H](C)CO)C(=O)c2cccc(N(C)C)c2O[C@@H]1CN(C)C(=O)Nc1ccccc1	17	-16	-8	-1	3	0.1	-1.0	-0.1
O=C1CC[C@@H]2CC(N3CCN(c4ccccc4)CC3)C[C@@H]3CCN1[C@H]23 (stereo not given in full)	13	-15	-3	?	-3	-0.2	-4.5	1.3
COC(=O)c1ccc(N2CCCCC2)c(NC(=O)c2ccco2)c1	8	-12	0	0	3	0.0	0.0	-0.3
CN(C)C(=O)[C@H]1[C@H](CO)[C@H]2Cn3c(ccc(-c4cncnc4)c3=O)[C@@H]1N2C(=O)NC1CCCC1	11	-10	3	0	nt	0.1	nt	0.0
C[C@@H]1CN([C@@H](C)CO)S(=O)(=O)c2ccc(-c3ccccc3)cc2O[C@H]1CN(C)C(=O)Nc1ccccc1F	-22	-30	-4	4	1	0.2	2.7	0.5

(continued)
SMILES	INS-1E GSIS act	RAD52 inh	RAD54 branch	DENV2 CPE rescue	CASP6 VEID inh	Xi reactivation	F508del corr	E-selectin induc
C[C@@H]1CN([C@H](C)CO)C(=O)c2ccccc2-c2ccccc2CO[C@@H]1CN(C)C(=O)c1ccccc1	-20	17	-2	15	-3	0.2	0.3	0.1
COC(=O)C1=C(C)N(Cc2cccc(C(F)(F)F)c2)C(=NCc2ccc(OC)cc2)NC1c1ccccc1C(F)(F)F (stereo not given)	40*	-47	nt	-14	2	0.2	2.3	-0.2
C=CCn1nnnc1SCC(=O)Nc1ccc(C(=O)OC)cc1	-5	-6	-4	-5	2	-0.2	-2.5	-0.1
CCOc1ccccc1CNC(CC)CO (stereo not given)	2	-14	nt	6	-2	0.4	-1.6	4.2
Cc1nc(C(F)(F)F)ccc1C(=O)N1CCCC(C(=O)O)CC1 (stereo not given)	20	-22	2	9	-2	0.0	-0.2	-0.2
O=S1(=O)CC(N2CCCCC2)CN1Cc1cn(Cc2ccccc2)nn1 (stereo not given)	-7	-11	nt	1	3	0.1	4.3	-0.2
CCN(CC)c1ccc(/C=N/NC(=O)Nc2ccccc2)cc1	-9	-50	nt	-5	-1	0.3	0.7	nt
C[C@H]1CN([C@@H](C)CO)S(=O)(=O)c2ccc(-c3ccncc3)cc2O[C@H]1CN(C)Cc1cccnc1	3	7	-1	4	-1	0.0	2.6	0.3
Cc1ccc(C)c(NS(=O)(=O)c2cc(C(=O)Nc3ccccc3-c3ccccc3)ccc2Cl)c1	16	-12	7	-4	-3	nt	-2.0	nt
C[C@H]1CN([C@@H](C)CO)C(=O)c2cc(NC(=O)Nc3ccc4c(c3)OCO4)ccc2O[C@H]1CN(C)Cc1ccccc1	-7	4	-1	-4	0	-0.1	0.9	0.2

(listing goes on)
SMILES	INS-1E GSIS act	RAD52 inh	RAD54 branch	DENV2 CPE rescue	CASP6 VEID inh	Xi reactivation	F508del corr	E-selectin induc
CCCCCN(C(=O)COC(=O)Cc1c(C)nc2ccccc2c1C)c1c(N)n(CCCC)c(=O)[nH]c1=O	-10	0	nt	-1	5	-0.1	-0.5	1.3
O=C(NCc1ccco1)c1ccc(-c2cccc(Cl)c2)o1	-8	-5	nt	4	2	0.0	-3.2	nt
O=C(Cn1ncc2c([nH]c3ccccc32)c1=O)N1CCOCC1	8	-2	-1	0	1	0.0	5.2	nt
COc1ccc(S(=O)(=O)N2c3ccccc3OCC2CC(=O)O)cc1 (stereo not given)	-11	-13	nt	-6	-2	0.0	0.0	0.5
CC(C)C(=O)Nc1ccc2c(c1)C(=O)N(C)[C@@H]1CC[C@@H](CC(=O)NC3CCCC3)O[C@H]1CO2	0	-1	8	-15	1	0.3	-0.9	0.2
N#Cc1ccc(-c2ccc3c(c2)[C@H]2[C@H](CCN2C(=O)CN2CCOCC2)[C@H](CO)N3)cc1	30	-15	-6	8	5	0.3	0.5	-0.8
Cc1ccc(CC(=O)Nc2cccnc2)cc1	nt	6	nt	-2	3	0.7	nt	nt
CO[C@@H]1CN(C)C(=O)c2ccc(NC(=O)C3CC3)cc2OC[C@H](C)N(Cc2ccncc2)C[C@H]1C	-3	6	3	11	0	-0.5	0.9	0.1
CC(C)(C)c1ccc(C(=O)Oc2ccccc2CCC(=O)O)cc1	-8	-20	14	?	-4	0.2	0.9	nt
CC1=NNC(=O)C1CC(=O)N/N=C(\C)c1cccs1 (stereo not given)	-5	-8	nt	-4	-5	0.2	-4.1	nt

Arranged by formula weight (low to high): some entries from above.
SMILES	INS-1E GSIS act	RAD52 inh	RAD54 branch	DENV2 CPE rescue	CASP6 VEID inh	Xi reactivation	F508del corr	E-selectin induc
CC1=NNC(=O)C1CC(=O)N/N=C(\C)c1cccs1 (stereo not given)	-5	-8	nt	-4	-5	0.2	-4.1	nt
O=C(Cn1ncc2c([nH]c3ccccc32)c1=O)N1CCOCC1	8	-2	-1	0	1	0.0	5.2	nt
CC(C)C(=O)Nc1ccc2c(c1)C(=O)N(C)[C@@H]1CC[C@@H](CC(=O)NC3CCCC3)O[C@H]1CO2	0	-1	8	-15	1	0.3	-0.9	0.2

(further entries)
SMILES	INS-1E GSIS act	RAD52 inh	RAD54 branch	DENV2 CPE rescue	CASP6 VEID inh	Xi reactivation	F508del corr	E-selectin induc
Cc1ccn2cc(-c3cccc(S(=O)(=O)N4CCCCC4)c3)nc2c1	57	-1	-13	1	5	0.0	-0.7	nt
Cc1ccc(S(=O)(=O)CCC(=O)Nc2ccc(F)cc2)cc1	12	-14	nt	-4	2	0.0	-1.8	25
CC1CN(Cc2cnc(Cl)s2)CC(C)O1 (stereo not given)	14	-23	nt	-4	2	-0.5	-1.8	0.8
Cc1ccc(CN2CC(C(=O)Nc3ccccc3N3CCCC3)CC2=O)cc1 (stereo not given)	-19	6	-5	-9	-97	0.2	-1.6	-2.3
COc1cccc(OC)c1C(=O)Nc1sc2c(c1C(N)=O)CCN(Cc1ccccc1)C2	nt	-141	-7	?	-3	-0.2	-0.7	0.0
CCOC(=O)c1c(-c2ccccc2Cl)csc1NC(=O)CSc1nc(C)cc(=O)[nH]1	-9	-15	nt	-7	5	0.1	nt	nt
CC1CN(C2=Nc3cccc4cccc2c34)CC(C)O1 (stereo not given)	12	-19	30	-1	5	0.1	-0.3	0.3
CCC(=O)N1C[C@@H](C)[C@H](OC)CN(C)C(=O)c2cc(NC(=O)Nc3ccccc3)ccc2OC[C@H]1C	-12	-3	3	-1	0	0.5	-0.4	-0.1
O[Si](CCCN1CCCCC1)(c1ccc(F)cc1)C1CCCCC1 (stereo not given)	nt	27	8	1	-8	-0.1	8.8*	0.7
COC(=O)C[C@@H]1CC[C@H](NC(=O)Nc2ccc(C(F)(F)F)cc2)[C@H](CO)O1	5	4	7	19	-1	-0.4	0.0	-0.3

Going on with the list:
SMILES	INS-1E GSIS act	RAD52 inh	RAD54 branch	DENV2 CPE rescue	CASP6 VEID inh	Xi reactivation	F508del corr	E-selectin induc
CCN1/C(=C2/SC(=S)N(C)C2=O)C=Cc2cc(C)ccc21	11	3	-16	9	-5	0.0	2.1	-0.2
COc1ccc(-n2nnnc2SCC(=O)Nc2ccccc2N2CCOCC2)cc1	14	-23	nt	nt	2	0.2	0.5	nt
Cc1ccc(C(=O)NC(C)c2ccccc2)cc1S(=O)(=O)N1CCOCC1 (stereo not given)	-5	-9	7	7	0	0.0	-1.7	0.0
COc1ccc(S(=O)(=O)N2CCN(C(=O)[C@@H]3CCCN3C(=O)c3cccs3)CC2)cc1	-12	-8	-4	3	1	0.0	-3.2	nt
C[C@@H]1CN([C@H](C)CO)C(=O)c2cc(NC(=O)Nc3ccc(C(F)(F)F)cc3)ccc2O[C@H]1CN(C)S(=O)(=O)c1ccc(Cl)cc1	-27&-13	4&-45	3&-5	-10&-10	-1&2	0.0&-0.1	3.9&-2.1	0.3
CCCc1nnc(-c2cc(OC)c(OC)c(OC)c2)o1	nt	-16	nt	-2	-3	0.5	nt	-0.1
COc1ccc(NC(=O)COC(=O)c2c(-c3ccccc3)noc2C)cc1	11	1	-3	-6	2	nt	2.1	nt
Cc1ccc(N2C(=O)C3C4C=CC(CNC(=S)Nc5cccc(Cl)c5)(O4)C3C2=O)cc1 (stereo not given)	nt	-55	-12	-8	0	0.1	nt	0.1
C[C@H]1CN([C@@H](C)CO)C(=O)c2cccc(NC(=O)Nc3ccccc3)c2O[C@@H]1CN(C)C	-5	19	1	-6	4	-0.7	2.0	0.4
COCCn1c(SCc2nc(N)nc(Nc3ccccc3C)n2)nc2ccccc2c1=O	nt	-6	nt	-3	2	nt	1.2	nt

High-throughput results: PubChem, Broad Institute
